Source: PubChem BioAssay (National Center for Advancing Translational Sciences (NCATS))
BAZ2B inh: qHTS Assay for Inhibitors of BAZ2B | AID 504333, 2011 | Potency, µM (highest dose often 114 µM), for inactives: at the highest dose activity change, negative = inhibition, most hits filed as inhibitors | AlphaScreen BAZ2B-H3K14Ac peptide displacement | 360,000 compounds, 4.4% hits | Bromodomain adjacent to zinc finger domain protein 2B (Homo sapiens), Q9UIF8; further: potency means the concentration at half of the fitted maximal effect; on the % scale 0 is the no-effect control and ±100 the full control effect; nearly all actives have a fitted effect of over 60% in size
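AlphaScreen displacement: compounds (up to 110uM) incubated 30 min at room temperature with a preformed 50 nM BAZ2B/50 nM biotinylated H3K14Ac peptide complex in PBS pH 7.4 with Tween-20. Donor and acceptor beads at 10 ug/mL final added, 20 min light-protected before reading.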
GLS inh: qHTS for Inhibitors of Glutaminase (GLS); Glutaminase kidney isoform, mitochondrial (Homo sapiens), O94925; GLS enzymatic activity, qHTS titration; Potency, µM (highest dose often 45.5 µM), for the others: top-dose activity change, negative = inhibition, usual class: inhibitors; 410,000 compounds, 0.21% hits; AID 624170, 2012; further: potency means the concentration at half of the fitted maximal effect; on the % scale 0 is the no-effect control and ±100 the full control effect
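hKGA in 45 mM KH2PO4 (pH 8.2), 0.02% Tween-20 with compound, then 1mM L-Glutamine (stock as added) plus glutamate oxidase/HRP/Amplex red coupling mix. Fluorescence read initially and after 30 min at RT; signal change reflects glutamate formation.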
JMJD2A Tudor inh: qHTS Assay for Inhibitors of JMJD2A-Tudor Domain. Lysine-specific demethylase 4A (Homo sapiens), O75164. AlphaScreen JMJD2A-Tudor / H3K4me3 peptide binding. Potency, µM (titrated, usually from 114 µM), inactives show at the highest dose activity change, negative = inhibition, usual class: inhibitors. 390,000 compounds, 4.4% hits. AID 504339, 2011; further: potency means the concentration at half of the fitted maximal effect; on the % scale 0 is the no-effect control and ±100 the full control effect; nearly all actives have a fitted effect of over 50% in size
RGS4 inhibitor: Inhibitors of Regulator of G Protein Signaling (RGS) 4: qHTS; Transcreener GDP fluorescence polarization, RGS4-accelerated GTP hydrolysis; Potency, µM (series often up to 114 µM), for inactives: top-dose activity change, negative = inhibition, actives largely listed as inhibitors; 390,000 compounds, 0.039% hits; AID 504845, 2011; further: potency means the concentration at half of the fitted maximal effect; on the % scale 0 is the no-effect control and ±100 the full control effect; nearly all actives have a fitted effect of over 75% in size; some results filed as inactive show a strong effect at the top dose
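MLSMR compounds (23 nl, pin-transferred) preincubated 10 min at room temperature with a 500nM (2x) first reagent, then RGS4 at 900nM (2x) plus Transcreener GDP mix added; fluorescence polarization (620/688 nm) read before and after 90 min at 30 °C.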
12-LOX inh: Primary qHTS assay for inhibitors of human arachidonate 12S-lipoxygenase (ALOX12): Round 2 | purified 12hLO, xylenol orange hydroperoxide absorbance | Potency, µM (titrated, usually from 108 µM), without a hit: at the top dose activity change, negative = inhibition, hits mostly inhibitors | 580,000 compounds, 1.1% hits | AID 1671190, 2021; further: potency means the concentration at half of the fitted maximal effect; on the % scale 0 is the no-effect control and ±100 the full control effect
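Purified human 12hLO at 150 nM in 25 mM Hepes, 0.01% Triton X-100, pH 7.0, preincubated 15 min at room temperature with compound. Reaction started with 40 uM arachidonic acid, 30 min at room temperature. Hydroperoxide measured by Fe-xylenol orange, 573/405 nm absorbance ratio.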
ERG-DNA inh: qHTS for Small Molecule Inhibitors of the ERG Ets/DNA interaction; fluorescence polarization, His-ERG Ets domain / labelled DNA; Potency, µM (series often up to 76.9 µM), inactives show top-dose FP activity, negative = inhibition, usual class: inhibitors; AID 624246, 2012; Transcriptional regulator ERG (Homo sapiens), P11308; 370,000 compounds, 0.028% hits; active means well fitted inhibition curve with a large enough effect in the polarisation, with a control signal flat; inconclusive means small, poorly fitted or top-dose-only effect, or effect the other way, or a change in a side signal; inactive means no such curve, though single readings can be large or run the other way; the % refers to the polarisation;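 further: polarization taken with two DNA probes labelled with fluorescein and Texas red; potency means the concentration at half of the fitted maximal effect; % of control where 0% means no effect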
Target sequence (P11308 whole entry, looked up, the tested form may be a part): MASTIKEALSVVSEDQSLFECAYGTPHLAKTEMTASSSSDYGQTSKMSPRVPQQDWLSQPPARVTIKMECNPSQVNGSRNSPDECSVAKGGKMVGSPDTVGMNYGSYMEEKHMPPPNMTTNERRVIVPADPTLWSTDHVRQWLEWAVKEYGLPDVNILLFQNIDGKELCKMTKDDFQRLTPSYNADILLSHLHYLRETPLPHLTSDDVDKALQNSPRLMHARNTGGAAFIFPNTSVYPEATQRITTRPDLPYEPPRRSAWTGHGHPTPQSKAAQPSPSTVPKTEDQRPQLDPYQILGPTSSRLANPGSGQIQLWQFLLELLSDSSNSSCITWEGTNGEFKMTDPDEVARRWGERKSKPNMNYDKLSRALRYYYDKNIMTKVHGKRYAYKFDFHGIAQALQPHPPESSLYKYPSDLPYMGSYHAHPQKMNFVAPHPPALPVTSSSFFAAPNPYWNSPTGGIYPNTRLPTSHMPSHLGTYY
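His-tagged ERG Ets domain (1 uM in the protein solution; 300mM KCl, 50mM Tris-HCl, 1mM EDTA, 1mM DTT, pH 7.5) received compound, then a probe mix of 5 nM fluorescein-DNA and 100nM Texas-615-DNA. Fluorescence polarization was read for both dyes.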
G9a block: qHTS Assay for Inhibitors of Histone Lysine Methyltransferase G9a; Potency, µM (top dose mostly 102 µM), inactives show at the top dose activity, negative = inhibition, actives largely listed as inhibitors; 350,000 compounds, 8.8% hits; AID 504332, 2011; Histone-lysine N-methyltransferase EHMT2 (Homo sapiens), Q96KQ7; G9a H3K9 monomethylation, AlphaScreen, 2 h; further: potency means the concentration at half of the fitted maximal effect; on the % scale 0 is the no-effect control and ±100 the full control effect; nearly all actives have a fitted effect of over 75% in size
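Quantitative HTS format: methyltransferase activity on a biotin-tagged H3K9 peptide is measured by AlphaScreen, using a rabbit anti-monomethyl-H3K9 antibody with streptavidin donor and anti-IgG acceptor beads. Final levels are 20 nM enzyme, 500 nM peptide, 20 uM SAM; 2 h RT.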
PI4K2A inh: qHTS for small molecular inhibitors of PI4K2A; Phosphatidylinositol 4-kinase type 2-alpha (Homo sapiens), Q9BTU6; AID 1346378, 2018; purified PI4K2A, ADP-Glo luminescence, 1 h; stronger effect = lower value; activity change, negative = inhibition, % at 76.9 µM; 420,000 compounds, 0.13% hits; in the data active means activity change below about -50%; inconclusive means mostly about -30% to -49%;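 further: -100% = wells without enzyme as full effect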
Target sequence (Q9BTU6 whole entry, looked up): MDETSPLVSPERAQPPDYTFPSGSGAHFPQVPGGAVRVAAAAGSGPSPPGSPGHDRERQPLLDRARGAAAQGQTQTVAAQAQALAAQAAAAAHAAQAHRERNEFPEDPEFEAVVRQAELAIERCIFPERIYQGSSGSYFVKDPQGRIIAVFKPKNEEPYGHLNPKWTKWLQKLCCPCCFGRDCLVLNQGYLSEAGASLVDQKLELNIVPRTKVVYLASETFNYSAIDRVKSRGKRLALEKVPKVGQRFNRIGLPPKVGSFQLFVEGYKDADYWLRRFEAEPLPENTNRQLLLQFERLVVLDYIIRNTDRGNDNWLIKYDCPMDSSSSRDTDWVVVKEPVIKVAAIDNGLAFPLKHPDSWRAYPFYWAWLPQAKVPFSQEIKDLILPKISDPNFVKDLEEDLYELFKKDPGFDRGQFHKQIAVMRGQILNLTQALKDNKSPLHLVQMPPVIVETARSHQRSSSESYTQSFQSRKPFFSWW
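Compounds are screened against recombinant PI4K2A using PI as substrate and ATP, the latter dispensed at 300 microM. Reactions run one hour at ambient temperature before ADP-Glo detection; full inhibition defined by wells lacking enzyme.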
HP1b binding inh: HTS for Inhibitors of HP1-beta Chromodomain Interactions with Methylated Histone Tails | Potency, µM (highest dose often 114 µM), for the others: at the highest dose activity change, negative = inhibition, actives largely listed as inhibitors | 390,000 compounds, 0.56% hits | Chromobox protein homolog 1 (Homo sapiens), P83916 | AlphaScreen HP1-beta / biotin-H3K9me3 peptide binding; further: potency means the concentration at half of the fitted maximal effect; nearly all actives have a fitted effect of over 70% in size; inactives centre near 23
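AlphaScreen: HP1-beta (50 nM) preformed 30 min with biotin-H3(1-18)K9me3 peptide (50 nM) in PBS pH 7.4, 0.01% Tween-20. Compound added for 30 min at RT, then streptavidin donor/nickel chelate acceptor beads (10 ug/mL) for 30 min.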
* hit, by the source's call; ? = inconclusive; · = not tested or not shown; [ ] = remark or other dose. Unless noted, the call rests on the fitted dose curve; in most records, active means well fitted curve in the direction sought with a large enough effect; inconclusive means small, poorly fitted or top-dose-only effect, or another doubt; inactive means no such curve, though single readings can be large; an effect the other way counts as inactive or inconclusive.

BAZ2B inh	GLS inh	JMJD2A Tudor inh	SMILES	RGS4 inhibitor	12-LOX inh	ERG-DNA inh	G9a block	PI4K2A inh	HP1b binding inh
42%[activator]	-2%	11%	COc1ccccc1CNC(=O)COC(=O)Cc1ccc(Cl)cc1	2%[11.4 µM]	2%	0%	35%[activator]	-1	58%[activator]
-17%	-9%	-17%	COc1ccc2oc(C(=O)OCC(=O)N(C)CC(=O)Nc3ccc(F)cc3)c(C)c2c1	-16%	-11%	4%	-27%[0.501 µM]	-3	7%
-8%	10%	-13%	CCc1ccc(C(=O)NNC(=O)c2ccc(OCC(=O)N3CCOCC3)c(OC)c2)cc1	24%	-22%	-3%	-1%[12.7 µM]	-5	23%
-18%	-15%	11%	CCCCC/C(=N\NC(=O)Nc1ccccc1)c1ccccc1	15%	5%	3%	7%[59 µM]	-2	30%
11%	6%	-15%	Cc1nc(N2CCOCC2)c2oc3ccccc3c2n1	-19%	0%	-4%	-46%	0	27%
1%	4%	6%	O=C(Nc1cccc(OCc2cc(=O)n3c4c(sc3n2)CCCC4)c1)c1ccc(F)cc1	-10%	-12%	-1%	23%[59 µM]	-9	15%
-2%	6%	-14%	N#C/C(=C\c1ccc(F)c(F)c1)C(=O)NC1CCCCC1	6%	-12%	1%	7%	30	17%
2%	7%	-14%	Cc1cccc(NC(=O)Cn2nc(C)c3nn(-c4ccc(Cl)cc4)c(C)c3c2=O)c1C	-8%	?	6%	2%[59 µM]	-1	27%[57 µM]
50µM*	?	-1%	C/C(=N\Nc1ncc(Cl)cc1Cl)c1ccc(N2CCOCC2)cc1	6%	-9%	6%	56µM*	-1	21%
-19%	-7%	-3%[11.4 µM]	CCOc1ccc(NC(=S)NCCCN2CCOCC2)cc1	-11%	-22%	5%	1%[59 µM]	1	28%
-27%[57.1 µM]	-8%	-14%[11.4 µM]	CSc1nc(Cl)cc(N(CCO)CCO)n1	-11%[11.4 µM]	5%	-2%	104%[activator][59 µM]	0	-8%
?	1%	?	CCC1=C(OC(=O)N(CC)CC)N2C(=O)OC(=NCCc3c[nH]c4ccccc34)[C@]2(Cc2ccccc2)[C@H]2C1=CC[C@H]1C(=O)N(CC(=O)OC)C(=O)[C@H]12	12%	-14%	16%	-46%[59 µM]	1	7%
3%	-11%	-17%	COC(=O)C1=C(O)CSC1=Nc1cccc(C(F)(F)F)c1	11%	-1%	-6%	-30%[12.7 µM]	-5	6%
9%	16%	-8%	CCOC(=O)c1c(C)n(-c2ccc(C)cc2)c2c(CC(C)=O)c(Br)c(OC)c(O)c12	26%	-7%	-4%	3%[59 µM]	9	23%
-33%	5%	-16%	Cn1c(=O)cc(OCCCC(=O)NCCCN2CCN(Cc3ccccc3)CC2)c2ccccc21	-17%	-2%	-8%	-6%[59 µM]	0	9%
-7%	-30%	56µM*	CCn1c(CSCc2ccc(Cl)cc2)n[nH]c1=S	2%	?	8%	3.2µM*	-1	14%
2%	6%	?	COC(=O)c1ccccc1NC(=O)CSc1nnc(-c2cccc(NC(C)=O)c2)n1C	-40%	?	0%	?	-1	32%
-5%	-1%	-12%	O=C(c1c(F)cccc1F)N1CCC(O)(c2ccc(F)cc2)CC1	3%	300%[activator]	-6%	?	2	25%
3%	4%	-13%	CCCCn1c(N)c(N(CC)C(=O)c2cccc(C)c2)c(=O)[nH]c1=O	-15%	-11%	-2%	-1%	3	-6%
-9%	6%	-7%	CCn1c(SCC(=O)c2ccccc2)nnc1-c1cccc(Cl)c1	-9%	-7%	-4%	-28%[59 µM]	0	23%
-20%	6%	-4%	Cc1cc(NC(=O)CCS(=O)(=O)c2nc(-c3ccccc3)cc(C(F)(F)F)n2)no1	-43%	0%	7%	?	13	75%[activator]
-6%	0%	49%[activator]	Cc1cccc(NC(=O)c2sc(Cl)nc2-c2ccccc2)c1	34%	170%[activator]	-7%	20%[12.7 µM]	-7	16%
56µM*	23%	-31%	COc1cc(/C=C/C(=O)C2C(=O)C=C(C)OC2=O)cc(OC)c1O (stereo not drawn)	-25%	?	34%[activator]	50µM*	-3	-2%
-17%	0%	-9%	Cc1nc([N+](=O)[O-])cn1Cc1cccc([N+](=O)[O-])c1	21%	-13%	-10%	6%	-1	0%
·	0%	-5%[11.4 µM]	N#Cc1ccc(CSc2ncnc3c2cnn3Cc2ccccc2)cc1	18%[11.4 µM]	5%	0%	37%[59 µM]	-1	84%[activator]

The listing continues.
BAZ2B inh	GLS inh	JMJD2A Tudor inh	SMILES	RGS4 inhibitor	12-LOX inh	ERG-DNA inh	G9a block	PI4K2A inh	HP1b binding inh
-4%	-3%	-9%	CC(=O)c1cccc(NC(=O)CC2S/C(=N/N=C3CCCCCC3)NC2=O)c1 (stereo not drawn)	-9%	-1%	-10%	22%	1	-4%
0%	1%	-17%	O=C1CC(Nc2ccc(N3CCOCC3)cc2)C(=O)N1C1CCCCC1 (stereo not drawn)	35%	?	-4%	?	-2	-5%
-19%	0%	-11%	CSC(=NC#N)N1CCN(c2c(C)cccc2C)CC1	-4%	-3%	8%	25%	2	-2%
10%	-3%	11%	Cc1cc(C)n(CCc2nc(-c3ccc(C(C)(C)C)cc3)cs2)n1	-36%	-15%	5%	24%	-5	48%
-3%	-1%	-37%	NC(=O)c1ccc(NC(=O)COC(=O)c2c3c(nc4ccccc24)/C(=C\c2cccs2)CCC3)cc1	13%	-19%	3%	10%[59 µM]	-3	6%
4%	15%	3%	Cc1ccc(C(=O)Nc2nc(=O)n(C(=O)c3ccccc3C)s2)cc1	-36%	?	8%	?	-4	23%
3%	-14%	4%	O=C1CN(C(=O)c2ccc(F)c(S(=O)(=O)N3CCOCC3)c2)c2ccccc2N1	-3%	-10%	4%	-5%	-1	18%
?	2%	-8%	O=C1N=c2ccccc2=C1c1sc(=S)n(CC2CCCO2)c1O (stereo not drawn)	1%	0%	9%	?	-4	9%
?	-4%	?	Cc1nc(NC(=O)c2ccc(OCC(C)C)cc2)sc1Cc1ccc2c(c1)OCO2	-22%	-12%	3%	-10%[59 µM]	-7	38%
-14%	8%	9%	O=C(CSc1nc2c(sc3ccccc32)c(=O)n1CCCC(=O)NC1CCCC1)Nc1ccc(F)cc1	7%	?	-6%	5%[59 µM]	3	44%[activator]
-5%	23%	-17%	Cc1ccc(NC(=O)C2CCCN(S(=O)(=O)c3ccc(-n4cnnn4)cc3)C2)cc1 (stereo not drawn)	16%	1%	3%	-4%	5	8%
9%	?	?	CC(C)C(NS(=O)(=O)c1ccc2c(c1)OCCCO2)C(=O)O (stereo not drawn)	?	14%	1%	1%[59 µM]	-1	?
-1%	-5%	-10%	O=C(NCC(c1cccs1)N1CCOCC1)c1ccc([N+](=O)[O-])cc1 (stereo not drawn)	4%	-10%	-3%	-9%	-2	12%
-39%	1%	?	CSCCC(C(=O)OC1CCOC1=O)N1C(=O)c2ccccc2C1=O (stereo not drawn)	-9%	-19%	3%	-1%	-3	11%
-6%	-11%	11%	CC(=O)c1sc(-c2ccc(Cl)cc2)nc1C	19%	1%	-7%	2%	7	66%[activator]
?	9%	-16%	O=S(=O)(c1ccc(Nc2ccc(-c3ccc4c(c3)OCCO4)nn2)cc1)N1CCCC1	19%	16%	·	2%	4	4%
-34%	-5%	?	O=C(CCN1CCN(S(=O)(=O)c2cccc([N+](=O)[O-])c2)CC1)Nc1ccccc1F	12%[11.4 µM]	-11%	3%	24%	-3	-18%
9%	5%	-7%	Cc1sc(N/N=C/c2cccnc2)nc1-c1ccc(Cl)cc1	-11%	-24%	-4%	?	0	38%[activator]
-10%	7%	-17%	CCn1nc(C)c2c(-c3ccccc3)cc(=O)n(C(C)C(=O)NCCc3ccc(Cl)cc3)c21 (stereo not drawn)	-3%	?	5%	5%[59 µM]	-4	27%
·	3%	-10%	O=C(Nc1ccc2oc(-c3cccnc3)nc2c1)c1cc2ccccc2o1	-7%	7%	-7%	24%[59 µM]	9	14%
-6%	6%	-12%	CCOC(=O)C(NCCc1ccccc1)(NC(C)=O)C(F)(F)F (stereo not drawn)	17%	14%	-5%	11%[59 µM]	4	18%
·	4%	-14%	CN(C)CC(O)c1ccc(C=Cc2ccc(Cl)cc2)cc1 (stereo not drawn)	-6%	?	7%	·	-3	-2%[57 µM]
0%	4%	-24%	Cc1ccc(-c2csc3nc(CSc4nnc(-c5ccc(Cl)cc5)n4C)[nH]c(=O)c23)cc1	-23%	-22%	-1%	22µM*	5	-2%

Some of the compounds tested, so the mix of outcomes need not match the whole.
